NadD block: inhibitors of S. aureus NadD, primary screen, biochemical, colorimetric, uHTS | Nicotinate-nucleotide adenylyltransferase NadD (Staphylococcus aureus N315) | purified NadD enzyme, colorimetric absorbance read-out | inhibition, % at 20 µM | 360,000 tested, 0.78% active | AID 602399, 2012; in the data active means inhibition above about 26%; further: some compounds past the cut are filed as inactive
Neddylation inh: inhibitors of cullin neddylation, primary screen, biochemical, TR-FRET, uHTS, NAE and Ubc12. NEDD8-conjugating enzyme Ubc12 (Homo sapiens) + NEDD8-activating enzyme E1 regulatory …. calls only at 25 µM. 360,000 tested, 0.58% active. AID 651699, 2012; in the data active means inhibition above about 36%
Target sequence (P61081 whole entry, looked up): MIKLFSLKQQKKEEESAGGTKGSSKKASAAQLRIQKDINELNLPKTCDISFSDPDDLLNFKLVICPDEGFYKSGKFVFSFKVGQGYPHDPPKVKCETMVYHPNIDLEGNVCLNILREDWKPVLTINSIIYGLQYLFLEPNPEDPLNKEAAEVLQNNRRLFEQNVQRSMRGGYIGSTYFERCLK
Target sequence (Q13564 whole entry, looked up): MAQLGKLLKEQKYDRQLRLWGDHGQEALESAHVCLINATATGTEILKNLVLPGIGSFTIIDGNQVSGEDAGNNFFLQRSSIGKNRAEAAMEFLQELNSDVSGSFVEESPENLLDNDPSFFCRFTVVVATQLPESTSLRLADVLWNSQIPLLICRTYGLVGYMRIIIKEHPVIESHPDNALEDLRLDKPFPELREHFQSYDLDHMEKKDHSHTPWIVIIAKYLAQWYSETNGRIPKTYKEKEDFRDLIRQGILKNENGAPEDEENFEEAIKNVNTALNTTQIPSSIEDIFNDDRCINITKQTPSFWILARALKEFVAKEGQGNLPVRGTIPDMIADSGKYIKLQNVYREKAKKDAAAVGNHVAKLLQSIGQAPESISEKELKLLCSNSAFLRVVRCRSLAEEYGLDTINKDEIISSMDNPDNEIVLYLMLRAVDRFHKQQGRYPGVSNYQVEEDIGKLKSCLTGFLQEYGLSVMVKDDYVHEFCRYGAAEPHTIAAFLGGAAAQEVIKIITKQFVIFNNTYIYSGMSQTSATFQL
Tb MetRS inh: T. brucei MetRS inhibitors, primary screen, biochemical, luminescence; methionyl-tRNA synthetase (Trypanosoma brucei brucei); purified T. brucei MetRS, ATP depletion, Kinase-Glo luminescence; inhibition, % at 11.9 µM; 360,000 tested, 0.4% active; AID 624268, 2012;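 active means inhibition above a per-plate cutoff of the control wells' mean inhibition plus 3 SD, cut at about 5.5% in these data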;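 further: 0% = DMSO wells median and 100% = median of wells with control inhibitor compound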
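Assay system: T. brucei methionyl-tRNA synthetase, purified | Medium: HEPES buffer with MgCl2, KCl, DTT, spermine, BSA, pyrophosphatase | Compound: 11.9 µM single point | Incubation: 15 min enzyme-compound preincubation, 2 h reaction, 10 min detection, 25 °C | Measured by: Kinase-Glo luciferase luminescence reporting remaining unconsumed ATP | Measure: % inhibition normalized to control-well medians | Replication: Singlicate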
Scp-1 inhibitor: Scp-1 phosphatase inhibitors, primary screen, biochemical, colorimetric, uHTS; inhibition, % at 20 µM; 340,000 tested, 0.88% active; Carboxy-terminal domain RNA polymerase II polypeptide A small phosphatase 1 (Homo …; Recombinant Scp1, phosphopeptide, malachite green phosphate absorbance;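 active means inhibition above about 50% at 20 µM, limit read from the data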;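 further: plate controls were DMSO wells with enzyme for no effect and wells lacking enzyme for full effect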
Target sequence (Q9GZU7 76-261 limits assumed): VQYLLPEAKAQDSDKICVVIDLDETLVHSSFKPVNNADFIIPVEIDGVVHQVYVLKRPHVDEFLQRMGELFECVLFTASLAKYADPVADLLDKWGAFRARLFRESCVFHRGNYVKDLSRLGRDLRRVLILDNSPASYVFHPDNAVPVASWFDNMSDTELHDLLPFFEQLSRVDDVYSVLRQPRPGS
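Test system: SCP-1 phosphatase catalytic domain, residues 76-261 | Compound dosing: One concentration, 20 µM, with 1.0% DMSO | Schedule: 45 min room-temperature reaction, 5 min colour, 30 min stabiliser | Detection: Absorbance at 630 nm | Read-out basis: % inhibition of SCP-1 phosphate liberation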
CendR NRP1 mod: modulators of CendR peptide binding to NRP-1, primary screen, biochemical, fluorescence polarization, uHTS. 360,000 tested, 0.85% active. Neuropilin-1 (Homo sapiens), O14786. FAM-RPARPAR peptide binding to NRP-1. inhibition, % at 25 µM. AID 602438, 2012;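 active means inhibition or corrected inhibition above about 18%, plus a signal ratio from 0.5 to 1.5, limit read from the data, passing the limit was not always enough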; further: strong numbers were not always called active
DNMT1 block: human DNMT1 methyltransferase inhibitors, primary screen, biochemical, molecular beacon, fluorescence, HinP1I cleavage, uHTS. DNA (cytosine-5)-methyltransferase 1 (Homo sapiens), P26358. inhibition (reported as % activation of signal), % at 10 µM. 360,000 tested, 0.83% active; in the data active means inhibition above about 50%
SKN-1 block: suppressors of acrylamide-induced Pgst-4::GFP reporter in worms, primary screen, SKN-1 inhibitor project, whole organism, uHTS, GFP/RFP fluorescence ratio, strain VP596; C. elegans VP596 Pgst-4::GFP/RFP ratio, 24 h; inhibition, % at 21.8 µM; 360,000 tested, 0.49% active; AID 624304, 2012;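 active means interference check ratio from 0.5 to 1.5 plus GFP to RFP signal ratio inhibition reaching or exceeding a fixed threshold, cut at about 30% in these data, passing the limit was not always enough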; further: some compounds called inactive have numbers as strong as hits
STEP inh: STEP phosphatase inhibitors, primary screen, biochemical, fluorescence intensity, uHTS. Tyrosine-protein phosphatase non-receptor type 5 (Homo sapiens), P54829. recombinant STEP, OMFP fluorogenic substrate. inhibition, % at 20 µM. 360,000 tested, 0.25% active;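 active means inhibition at 20 µM, scaled per plate between control wells, above about 37%, limit read from the data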;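 further: 0% = DMSO with enzyme and substrate and 100% = substrate only without enzyme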
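System: isolated STEP enzyme; schedule: 20 min enzyme reaction at room temperature, protected from light; medium: Bis-Tris buffer pH 6.0, 2.5 mM DTT, 0.005% Tween 20; signal: fluorescence, 480/540 nm; dosing: single compound dose of 20 µM, 1% DMSO final; also added: OMFP substrate, 25 µM final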
LMPTP block: LMPTP phosphatase inhibitors, primary screen, biochemical, fluorescence intensity, uHTS | Low molecular weight phosphotyrosine protein phosphatase (Homo sapiens), P24666 | recombinant LMPTP-A, OMFP fluorogenic substrate | inhibition, % at 20 µM | 360,000 tested, 0.22% active | AID 651560, 2012;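 active means compounds that cut the enzyme signal by at least half of the control window in the single-dose screen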;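 further: plate controls were DMSO wells with enzyme plus substrate for no effect and substrate without enzyme for full effect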
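Test system: LMPTP-A phosphatase enzyme. Amount: LMPTP-A at 0.625 nM final in the reaction. Reagent: OMFP substrate, 400 µM final. Times: 50 min at room temperature. Signal: endpoint fluorescence intensity from OMFP dephosphorylation. Read-out basis: % inhibition. Benchmarks: no-enzyme and uninhibited controls.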
SUMO1-SIM PPI: modulators of SUMO1 protein-protein interactions, primary screen, biochemical, uHTS; inhibition, % at 20 µM; 360,000 tested, 0.33% active; SUMO1 binding to a labelled peptide, TR-FRET, 1 h; AID 602429, 2012; in the data active means inhibition above about 37%
Target sequence (P63165 whole entry, looked up): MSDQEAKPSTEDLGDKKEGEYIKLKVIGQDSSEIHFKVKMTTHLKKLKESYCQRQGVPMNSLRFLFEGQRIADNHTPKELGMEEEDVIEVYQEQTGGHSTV
* hit, by the source's call; i = inactive; . = no result given.

1. O=C(NCCc1c[nH]c2ccccc12)c1cnc2sccn2c1=O
2. COc1ccc(C2c3c(-c4ccccc4O)n[nH]c3C(=O)N2CCc2ccc(OC)c(OC)c2)cc1 (centres undefined)
3. O=C(Nc1nnc([C@@H]2C[C@H](O)[C@@H](CO)O2)s1)Nc1cccc2c1CCCC2
4. O=C(COc1ccc(S(=O)(=O)N2CCOCC2)cc1)Nc1ccc2c(c1)OCCO2
5. O=C(COc1cccc(Oc2ccccc2)c1)Nc1ncccn1
6. CCc1cccc(NC(=O)Cc2ccc(OC)c(OC)c2)c1
assay / compound	1	2	3	4	5	6
NadD block	2	15	-3	-4	-3	-2
Neddylation inh	i	i	i	i	i	i
Tb MetRS inh	0.3	0.0	0.2	-0.4	-0.5	-0.7
Scp-1 inhibitor	-3	-9	.	-7	-4	-3
CendR NRP1 mod	0	6	-4	12	0	-10
DNMT1 block	10	-17	1	0	-4	4
SKN-1 block	4	5	6	10	24	-9
STEP inh	-1	2	-2	-3	-2	3
LMPTP block	-0.9	2.6	-2.0	0.6	1.2	-0.8
SUMO1-SIM PPI	6	2	0	1	0	-2

7. COc1cc(C(C)=O)ccc1OCC(O)CNCC1(N2CCCCC2)CCCCC1 (centres undefined)
8. COc1cccc(CNC(=O)CCc2nc3cc(S(=O)(=O)N4CCOCC4)ccc3n2C)c1
9. O=c1c2ccccc2nc(CSc2ncnc3nc[nH]c23)n1-c1cccc(C(F)(F)F)c1
10. Cc1cccc(NC(=O)c2ccc(NC(C)c3ccccc3)c([N+](=O)[O-])c2)n1 (centres undefined)
11. Cc1ccc(S(=O)(=O)CCC(=O)OCC(=O)N2CCN(c3ccccc3)CC2)cc1
12. O=C(O)C1C(C(=O)O)C1(c1ccccc1)c1ccccc1 (centres undefined)
assay / compound	7	8	9	10	11	12
NadD block	-2	-1	-2	2	0	-4
Neddylation inh	i	i	i	i	i	i
Tb MetRS inh	-0.4	-0.2	-0.2	0.5	-0.4	0.0
Scp-1 inhibitor	-11	-3	0	1	-4	-12
CendR NRP1 mod	11	-4	13	-2	4	-4
DNMT1 block	2	1	0	-1	-1	1
SKN-1 block	4	6	12	25	10	14
STEP inh	1	-2	5	2	0	-4
LMPTP block	-3.0	-1.3	-2.5	3.9	0.2	-1.8
SUMO1-SIM PPI	0	1	-7	-17	-5	4

13. COC(=O)c1sccc1NC(=O)CC1C(=O)NCCN1C(=O)c1ccccc1 (centres undefined)
14. CC1(C)CN(c2ccccc2)N(C(=O)c2ccc(C#N)cc2)C1=O
15. Cc1ccc(S(=O)(=O)N2CCN(C(=O)Cn3c(=O)oc4ccccc43)CC2)cc1
16. CC(C)[C@H](NC(=O)c1ccccc1)C(=O)OCC(=O)Nc1ccc2c(c1)OCCO2
17. COC(=O)c1ccccc1Nc1cc(C)nc2nc(C)nn12
18. COc1cccc(CN(C)C(=O)CSC(C)C(=O)Nc2cc(C)on2)c1OC (centres undefined)
assay / compound	13	14	15	16	17	18
NadD block	-6	4	-5	5	-6	3
Neddylation inh	i	i	i	i	i	i
Tb MetRS inh	-0.1	-0.2	0.3	0.0	1.8	-0.4
Scp-1 inhibitor	-17	-8	-10	-5	3	-9
CendR NRP1 mod	4	5	5	2	6	-11
DNMT1 block	-9	4	2	-2	1	-2
SKN-1 block	1	8	-4	0	15	13
STEP inh	1	0	-2	0	-4	0
LMPTP block	1.3	-0.7	-1.3	-1.5	0.3	-9.4
SUMO1-SIM PPI	0	-1	0	-3	1	-30

Just Neddylation inh, for 3 of the compounds above:
#	Structure	Neddylation inh
18	COc1cccc(CN(C)C(=O)CSC(C)C(=O)Nc2cc(C)on2)c1OC (centres undefined)	i
13	COC(=O)c1sccc1NC(=O)CC1C(=O)NCCN1C(=O)c1ccccc1 (centres undefined)	i
11	Cc1ccc(S(=O)(=O)CCC(=O)OCC(=O)N2CCN(c3ccccc3)CC2)cc1	i

Further results follow:
19. COc1ccc(NS(=O)(=O)c2ccc(OC)c3ccccc23)cn1
20. Cc1ccc(C2(COC(=O)C(C)C)CO2)c(OC(=O)C(C)C)c1 (centres undefined)
21. NNC(=O)c1ncoc1-c1ccc(Cl)cc1
22. C=CCN(c1nc(C)c(Br)c(OC)n1)S(=O)(=O)c1ccc(C)cc1
23. COc1cc(OC)c2c(c1)OC(c1ccc(OC)c(OC)c1)C(O)C2=O (centres undefined)
24. O=C1CCCC/C1=N\Nc1ccc(OCc2ccccc2)cc1
assay / compound	19	20	21	22	23	24
NadD block	-4	-1	1	1	1	2
Neddylation inh	i	i	i	i	i	i
Tb MetRS inh	-0.3	-2.9	-0.2	-1.6	-0.8	-0.3
Scp-1 inhibitor	-2	4	-8	-4	0	-1
CendR NRP1 mod	4	-9	4	-1	-10	-3
DNMT1 block	-4	26	-4	5	7	-6
SKN-1 block	8	-4	1	12	-2	20
STEP inh	-1	-5	-1	2	-2	1
LMPTP block	0.8	1.0	-2.1	3.7	-0.8	-0.1
SUMO1-SIM PPI	-2	5	-1	13	3	-8

25. O=S(=O)(c1ccccc1)N1CCN(C/C=C/c2ccccc2)CC1
26. COc1cccc(NC(=O)C2C3C=CC(C3)C2C(=O)O)c1 (centres undefined)
27. COc1ccc(-c2nnc(Nc3ccc(OC)c(C(=O)N4CCCCC4)c3)c3ccccc23)cc1
28. COc1ccc(OC)c(N=CC2=C(O)CC(C)(C)CC2=O)c1
29. COc1ccccc1C(C)N(C)Cc1nc(COc2ccccc2)no1 (centres undefined)
30. Cc1cc(C)nc(N(C#N)Cc2ccc([N+](=O)[O-])cc2)n1
assay / compound	25	26	27	28	29	30
NadD block	-3	-3	11	-1	-1	0
Neddylation inh	i	i	i	i	i	i
Tb MetRS inh	-0.4	-0.4	0.6	-1.1	-0.1	-0.2
Scp-1 inhibitor	-4	-2	-2	10	3	-4
CendR NRP1 mod	-8	4	0	-6	4	-8
DNMT1 block	-2	1	-6	7	0	1
SKN-1 block	12	-11	12	-2	0	1
STEP inh	0	-1	1	-1	-2	-1
LMPTP block	-0.1	-1.9	1.6	-0.8	0.4	-1.1
SUMO1-SIM PPI	-4	2	-7	-12	-5	-17

Arranged by value in STEP inh (lowest first): some entries from above
| cpd | smiles | STEP inh |
| --- | --- | --- |
| 29 | COc1ccccc1C(C)N(C)Cc1nc(COc2ccccc2)no1 (centres undefined) | -2 |
| 26 | COc1cccc(NC(=O)C2C3C=CC(C3)C2C(=O)O)c1 (centres undefined) | -1 |
| 25 | O=S(=O)(c1ccccc1)N1CCN(C/C=C/c2ccccc2)CC1 | 0 |
| 27 | COc1ccc(-c2nnc(Nc3ccc(OC)c(C(=O)N4CCCCC4)c3)c3ccccc23)cc1 | 1 |

Further entries:
31. O=C(NC1CCCC1)c1cc2nc(-c3ccccc3)cc(-c3ccccc3)n2n1
32. CC12CCC(C/C1=N/NC(=O)Nc1ccccc1)C2(C)C (centres undefined)
33. O=C(COC(=O)CNC(=O)c1ccc(Cl)cc1Cl)NC(=O)NCc1ccccc1
34. Cc1c(OCC(=O)NC(Cc2c[nH]c3ccc(O)cc23)C(=O)O)ccc2c3c(c(=O)oc12)CCC3 (centres undefined)
35. Cc1cc(C(=O)NNc2ccc(Cl)cc2)no1
36. O=C(CNC(=O)c1ccccc1Br)Nc1cccc(S(=O)(=O)Nc2ccccc2Cl)c1
assay / compound	31	32	33	34	35	36
NadD block	-4	-7	3	1	1	-7
Neddylation inh	.	i	i	i	i	i
Tb MetRS inh	-0.4	-1.1	-0.1	0.4	1.8	-0.2
Scp-1 inhibitor	-7	-1	-6	27	-4	-12
CendR NRP1 mod	-4	5	19	-19	-3	15
DNMT1 block	-2	2	-1	1	-1	0
SKN-1 block	-1	10	-12	12	-1	-7
STEP inh	5	-1	-3	18	1	2
LMPTP block	4.0	0.5	-2.5	-1.8	-1.4	-0.1
SUMO1-SIM PPI	-9	0	1	11	0	14

37. Cc1ccc(OCCNS(=O)(=O)c2ccc(N3CCCC3=O)cc2)cc1
38. Cc1ccc(S(=O)(=O)N2CCCCC2)cc1C(=O)Nc1cccnc1
39. C#CCN(C[C@H]1[C@H](OC(=O)NCCCCCC)[C@H](OC(=O)NCCCCCC)C[C@H]2C(=O)N(c3ccccc3)C(=O)[C@@H]12)S(=O)(=O)c1ccc(C)cc1
40. CCOC(=O)N1CCN(C(=O)/C(=C/c2ccc(Br)cc2)NC(=O)c2ccc(OC)cc2)CC1
41. CC1CCN(S(=O)(=O)c2ccc(C(=O)OC(C)C(=O)NC3CCCCC3C)cc2)CC1 (centres undefined)
42. O=C1CC(C(F)(F)F)=NN1
assay / compound	37	38	39	40	41	42
NadD block	2	-8	8	0	1	-3
Neddylation inh	i	i	i	i	i	i
Tb MetRS inh	-0.2	-0.6	1.2	0.9	-0.4	-0.3
Scp-1 inhibitor	3	53*	.	-10	0	0
CendR NRP1 mod	9	10	-8	-6	13	-12
DNMT1 block	2	22	4	-2	8	0
SKN-1 block	7	5	-4	5	14	12
STEP inh	-1	2	-5	0	4	1
LMPTP block	-0.4	-0.6	-5.8	-1.9	14	-2.5
SUMO1-SIM PPI	-3	10	-1	-1	4	2

43. CC(C)C(OC(=O)C1CCCO1)C(=O)NC1CCCC1 (centres undefined)
44. O=C(NCCCn1ccnc1)C(=O)NCc1ccccc1
45. COC(=O)C1=C(C)N(CCCC(=O)O)C(=O)NC1c1ccccc1Cl (centres undefined)
46. Cc1cccn2c(=O)c3cc(C(=O)NCc4ccco4)c(=N)n(C4CCCC4)c3nc12
47. COC(=O)C(C)SC1=N/C(=C/c2ccc(-n3cncn3)cc2)C(=O)N1 (centres undefined)
assay / compound	43	44	45	46	47
NadD block	-3	1	-6	-3	-5
Neddylation inh	i	i	i	.	i
Tb MetRS inh	-0.4	-0.2	-0.2	-0.1	0.5
Scp-1 inhibitor	0	-6	0	3	-14
CendR NRP1 mod	-1	6	18	-12	-1
DNMT1 block	3	2	4	10	3
SKN-1 block	10	20	10	3	2
STEP inh	-2	-1	3	2	-1
LMPTP block	-0.8	-1.8	-0.7	5.4	-3.7
SUMO1-SIM PPI	2	1	-2	-19	-22
